NOD1 inhibition: inhibition of NOD1-driven NF-kB reporter – cell-based, luminescence, uHTS, primary screen (AID 1578). inhibition, % at 4 µM, or EC50 in µM where a hit was titrated. 290,000 tested, 1% active. NOD1-driven NF-kB luciferase reporter cells, luminescence; higher % means a stronger effect; in the data active means inhibition mostly above about 36%, no sharp cut-off; inactive means mostly below about 34%;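 further: HEK-293T reporter cells stimulated with the NOD1 agonist gamma-tri-DAP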
KOR beta-arrestin-1: KOR antagonists, beta-arrestin recruitment, cell-based, luminescence, uHTS (AID 1778); 290,000 tested, 0.091% active; KOR beta-arrestin recruitment, luminescence, antagonist mode; higher % means a stronger effect; inhibition, % at 10 µM; hits with a dose series show IC50 in µM; further: strong numbers were not always called active
KOR beta-arrestin-2: kappa opioid receptor activators – cell-based, luminescence, uHTS, primary screen (AID 1777) | KOR beta-arrestin recruitment, luminescence; higher % means a stronger effect | activation, % at 10 µM, or EC50 in µM where a hit was titrated | 280,000 tested, 0.02% active; in the data active means activation above about 50%, passing the limit was not always enough; further: a part of the inactive calls stands beside numbers as strong as those of hits
Yfh1-off respiration: mitochondrial function rescue without frataxin homolog – Friedreich's ataxia, plus single-dose screen, dose response (AID 1465); S. cerevisiae Yfh1-off respiration, WST-1 reduction, 72 h; higher fold induction means a stronger effect; 220,000 tested, 0.074% active; fold induction at 50 µM; hits with a dose series show EC50 in µM;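 active means fold induction of absorbance versus untreated yeast above a set limit, then at least 30% activation at any dose in follow-up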;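 further: activators that raise dye reduction in frataxin-depleted yeast; strong numbers were not always called active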
AID2073: disruptors of CaV2.2 binding to Mint1 – biochemical, HTRF (AID 2073) | 290,000 tested, 0.19% active | one-dose inhibition, % at 20 µM; IC50 in µM for titrated hits | HTRF protein-protein interaction, Mint1-CaV2.2; higher % means a stronger effect; in the data active means inhibition mostly above about 51%, no sharp cut-off; further: some results filed as inactive read as strong as hits
NS5 inhibitors: flavivirus cap methylation enzyme inhibition – biochemical, confirmation dose response, primary screen (AID 588689); Dengue-2 NS5 methyltransferase capping enzyme assay, biochemical; higher % means a stronger effect; inhibition, % at 25 µM; hits with a dose series show IC50 in µM; 340,000 tested, 0.3% active; in the data active means a potency from the dose series
HIV peptide binding: inhibitors of HIV fusion peptide binding, primary screen, biochemical, uHTS, fluorescence dequenching (AID 1986). inhibition, % at 20 µM, or IC50 in µM where a hit was titrated. 290,000 tested, 0.3% active. cell-free peptide binding, fluorescence dequenching, 30 min; higher % means a stronger effect; in the data active means inhibition mostly above about 52%, no sharp cut-off; inactive means mostly below about 76%; further: some results filed as inactive read as strong as hits
West Nile virus CPE: inhibition of WNV-induced cytopathic effect – cell-based, CPE readout (AID 1621); West Nile virus-infected cells, CPE inhibition; higher % means a stronger effect; CPE inhibition, % at 10 µM, or IC50 in µM where a hit was titrated; 290,000 tested, 0.02% active; in the data active means a potency from the dose series; further: strong numbers were not always called active
HEK293 NOD2/NF-kB: NOD2 signaling inhibitors, cell-based, luminescence, uHTS, HEK293 (AID 1566); inhibition, % at 4 µM, or EC50 in µM where a hit was titrated; HEK293 NOD2/NF-kB luciferase reporter, luminescence; higher % means a stronger effect; 290,000 tested, 0.63% active; further: many of its hits are not listed in these tables
* marks the source's active call; other numbers are inactive results; i = inactive; . = no result given; [ ] = dose if it differs, or a comment. Unless noted, no stated cut-off is given here; in the data, active means inhibition above about 50%; inactive means the rest. The list is partial, so the mix of outcomes need not match the whole.

SMILES	NOD1 inhibition	KOR beta-arrestin-1	KOR beta-arrestin-2	Yfh1-off respiration	AID2073	NS5 inhibitors	HIV peptide binding	West Nile virus CPE	HEK293 NOD2/NF-kB
Cc1cccc(NC(=O)CN2CCN(C(=O)C3CCCO3)CC2)c1C (configuration not stated)	-28%	7%	2.7%	.	0%	-7%	0.9%	-0.2%	3%
C=CCN(CC=C)Cc1c(C)[nH]c2ccc(C(=O)OCC)cc2c1=O	-5%	-19%	0.7%	i	4%	-2%	-1.7%	-0.2%	20%
CC(=O)Cc1nsc(NC(=O)c2ccc(-c3ccc(F)cc3)o2)n1	-21%	-86%[20 µM]	0.2%	i	1%	-9%	3.7%	-0.5%	-10%
O=C(c1cc(=O)c2ccccc2o1)N(Cc1ccccc1)C1CCS(=O)(=O)C1 (configuration not stated)	-2%	-39%	-1.9%	.	3%	-10%	1.1%	-0.5%	17%
C=CCOC(=O)/C(=C\c1ccccc1)NC(=O)c1ccc(C)cc1	-30%	11%[20 µM]	-4.6%	i	2%	-10%	-1.6%	-1.4%	-43%
Cc1cccnc1NC(=O)Cn1nc([N+](=O)[O-])cc1C	-14%	4%	3.6%	i	-9%	-4%	-0.1%	-0.8%	14%
CCOC(=O)N1CCN(CC(=O)Nc2sc(CC)cc2C(=O)c2ccc(OC)cc2)CC1	4%	29%	1.5%	i	6%	0%	-3.1%	-0.1%	8%
CN(CCOc1ccccc1)C(=O)c1ccc(N2CCCC2)c([N+](=O)[O-])c1	-4%	-31%	0.7%	.	5%	-3%	-1.3%	-0.5%	14%
O=C(CSc1nc2ccccc2c(=O)[nH]1)Nc1ccc(N2CCOCC2)c(Cl)c1	9%	-54%	5.7%	.	0%	-2%	3.8%	0.1%	25%
CCOC(=O)Nc1ccc2c(c1)N(C(=O)CCN(CC)CC)c1ccccc1S2=O (configuration not stated)	2%	-7%	0.3%	.	15%	-50%	1.0%	0.3%	-7%
O=C(NC1CCN(C(=S)Nc2ccc(F)cc2)CC1)C1CCCCC1	-6%	-22%	7.1%	.	-1%	-1%	0.3%	0.6%	-14%
NC(=O)CC(NC(=O)c1ccc(Br)cc1)c1ccc(NC2CCCCCC2)c([N+](=O)[O-])c1 (configuration not stated)	-19%	-2%[20 µM]	1.1%	.	3%	8%	8.5%	0.6%	-10%
COc1cc(NC(=O)Cn2cnc(S(=O)(=O)N3CCCC3)c2)cc(OC)c1OC	-17%	-3%	0.1%	.	7%	-3%	-0.5%	0.2%	8%
CCN(CC)c1ncc(C#N)c(N)n1	1%	20%	-2.6%	i	6%	.	1.7%	0.5%	-8%
N=C1C(c2ccccc2)=C(O)C2CCc3ccccc3N12 (configuration not stated)	-19%	10%	3.7%	i	9%	-2%	1.4%	-0.3%	-5%
CC(=O)c1cccc(N(C(=O)c2cnccn2)C(C(=O)NCc2ccccc2)c2ccco2)c1 (configuration not stated)	-17%	-8%	-2.5%	i	7%	-4%	0.5%	-0.8%	-4%
O=C(NNC(=O)c1ccccc1[N+](=O)[O-])c1ccco1	3%	10%	-1.1%	i	7%	1%	-1.8%	-0.5%	-5%
O=C(COC(=O)c1cncc(Br)c1)Nc1ccc2c(c1)OCO2	-18%	29%	-4.9%	i	28%	-14%	-0.7%	0.5%	-1%
Cc1cc(C)cc(N(C(=O)c2ccco2)C(C(=O)NC2CCCC2)c2ccncc2)c1 (configuration not stated)	-29%	-43%	5.4%	.	7%	-2%	-1.4%	-1.2%	4%
Cc1cc2occ(CC(=O)NCc3cccs3)c2cc1C(C)C	21%	.	1.3%	i	-4%	0%	-0.2%	-2.0%	-17%
O=S(=O)(/C=C/c1ccccc1)N1CCN(c2ccc(F)cc2)CC1	17%	35%	-0.5%	i	18%	-5%	5.4%	-0.6%	12%
CN(CCO)c1ncnc2c1sc1nc(N3CCOCC3)c3c(c12)CCC3	3%	8%	1.3%	i	7%	-5%	-1.3%	2.0%	17%
O=C(CC1Oc2ccccc2NC1=O)NCc1ccc(Cl)cc1 (configuration not stated)	2%	-29%	-0.8%	i	-1%	1%	-2.1%	1.5%	11%
CCOC(=O)CN1N=C(/C=C/c2ccc(OCC)cc2)CCC1=O	-35%	-19%	4.8%	i	2%	-6%	1.2%	0.1%	1%
O=C(Oc1ccc(F)cc1)N1CCOCC1	-19%	6%[20 µM]	-4.6%	.	9%	.	-1.0%	0.7%	16%
CC(=O)Nc1ccc(S(=O)(=O)N(C)CC(=O)NCCC2=CCCCC2)cc1	-27%	-17%	10%	.	-3%	-7%	0.0%	-0.1%	10%
O=C(NCc1ccc(F)cc1)c1cc2n(n1)C(C(F)(F)F)CC(C1CC1)N2 (configuration not stated)	6%	35%	-2.2%	i	39%	1%	0.8%	0.2%	12%
O=C(Nc1cccc(F)c1)C1C2C=CC3(CN(CCCN4CCOCC4)C(=O)C13)O2 (configuration not stated)	2%	-18%	-2.8%	i	3%	3%	-1.9%	-0.2%	8%
O=C(CCNC(=O)c1ccc(Cl)cc1)Nc1ccccc1Cl	-2%	-10%	-4.4%	.	8%	-6%	0.0%	-0.5%	13%
CC(=O)C1=C(O)C(=O)N(c2ccc(Br)cc2)C1c1cccc(F)c1 (configuration not stated)	-6%	32%[20 µM]	0.5%	.	20%	-5%	3.1%	-1.3%	-22%

Entries listed so far containing a thiophene ring, fused or not (3):
SMILES	NOD1 inhibition	KOR beta-arrestin-1	KOR beta-arrestin-2	Yfh1-off respiration	AID2073	NS5 inhibitors	HIV peptide binding	West Nile virus CPE	HEK293 NOD2/NF-kB
CCOC(=O)N1CCN(CC(=O)Nc2sc(CC)cc2C(=O)c2ccc(OC)cc2)CC1	4%	29%	1.5%	i	6%	0%	-3.1%	-0.1%	8%
Cc1cc2occ(CC(=O)NCc3cccs3)c2cc1C(C)C	21%	.	1.3%	i	-4%	0%	-0.2%	-2.0%	-17%
CN(CCO)c1ncnc2c1sc1nc(N3CCOCC3)c3c(c12)CCC3	3%	8%	1.3%	i	7%	-5%	-1.3%	2.0%	17%

(list continues)
SMILES	NOD1 inhibition	KOR beta-arrestin-1	KOR beta-arrestin-2	Yfh1-off respiration	AID2073	NS5 inhibitors	HIV peptide binding	West Nile virus CPE	HEK293 NOD2/NF-kB
CCCNC(=O)/C=C/c1ccc(C(C)C)cc1	-58%	-22%	2.2%	i	-1%	3%	2.9%	-0.3%	-54%
COc1ccc(OC)c(S(=O)(=O)N2CCCC2C(=O)N2CCc3ccccc3C2)c1 (configuration not stated)	0%	2%	-2.0%	.	1%	1%	-0.9%	-0.8%	3%
CCCOc1ccc(N2C(=O)CC(N(Cc3ccco3)C(=O)CC)C2=O)cc1 (configuration not stated)	-3%	-20%	2.6%	i	7%	-8%	4.2%	0.1%	13%
COc1cc(NC(=O)SC2=NCCS2)cc(OC)c1	-4%	5%	-2.6%	i	-12%	2%	-1.7%	1.0%	-24%
Cc1ccc(C(=O)N2CCCC(C(=O)c3cc(F)ccc3F)C2)s1 (configuration not stated)	-29%	19%[20 µM]	.	i	-7%	-7%	0.7%	-0.2%	-4%
CCOC(=O)c1cc(CC)sc1N1C(=O)CC(Sc2ccccc2C(=O)O)C1=O (configuration not stated)	18%	-12%	-2.8%	i	36%	5%	-1.1%	0.1%	-12%
COc1cccc(C(C(=O)NC2CCCCC2)N(C(=O)CNC(=O)c2ccco2)c2cccnc2)c1 (configuration not stated)	-7%	-14%	-3.0%	.	3%	3%	0.6%	-0.5%	5%
COc1cc(/C=N/N=C2/SCC(=O)N2c2ccc(O)cc2)ccc1O	-6%	9%	-7.1%	i	1%	-1%	1.4%	2.4%	11%
CCc1ccc(NC(=O)CSc2nnc(-c3ccco3)o2)cc1	6%	14%	2.5%	.	5%	-7%	-0.1%	0.1%	4%
CC(=O)C1=C(C)Nc2ncnn2C1c1cccc(OCc2ccccc2)c1 (configuration not stated)	-10%	4%	-6.4%	i	3%	-3%	-0.8%	-0.1%	5%
O=C(O)/C=C/S(=O)(=O)c1ccc2ccccc2c1	-7%	-2%	5.9%	i	-6%	-5%	-0.6%	0.3%	-13%
CN(C)S(=O)(=O)c1cccc(NC(=O)CC23CC4CC(CC(C4)C2)C3)c1	-16%	-25%	-3.5%	.	1%	0%	-1.6%	0.1%	7%
O=C(O)CCC(=O)Nc1ccc(N=Nc2ccccc2)cc1	-26%	-20%	-11%	i	14%	4%	-1.2%	0.1%	3%
CCS(=O)(=O)N1CCC(c2nc(-c3ccc(C(F)(F)F)cc3)no2)CC1	7%	-21%	0.0%	i	-18%	-2%	0.0%	-0.8%	21%
NC(=O)COC(=O)CSc1cccc2cccc(Cl)c12	5%	-3%	-1.0%	i	19%	-2%	1.1%	-0.3%	4%
COc1ccc(N2CCN(C(=O)Cc3ccc(Br)cc3)CC2)cc1	-12%	1%	2.7%	i	-15%	-3%	0.2%	-0.5%	1%
O=C(CSC1=NCCS1)N1CCCC1	33%	-3%	7.7%	i	2%	2%	4.9%	0.3%	-6%
C=CCNc1oc(-c2cccs2)nc1C#N	-24%	11%	0.0%	i	30%	-3%	-2.0%	-1.2%	-6%
CCOC(=O)C1CCN(c2cc3c(cc2NC(=O)c2ccc(F)cc2)n(C)c(=O)n3C)CC1	-8%	-25%	0.6%	.	6%	-6%	-0.1%	1.4%	16%
COc1cc(CCC(=O)NCc2ccc3c(c2)OCO3)cc(OC)c1OC	4%	9%	-4.6%	.	-3%	-5%	-1.3%	0.0%	18%
COc1ccc(C(=O)CSc2nnc(NC(=O)C3CC(=O)N(c4ccccc4)C3)s2)cc1 (configuration not stated)	-25%	13%	-0.6%	i	32%	1%	1.3%	-0.4%	3%
CCOC(=O)c1c(NC(=O)/C=C/c2ccco2)sc(C)c1C	-27%	-9%	0.8%	i	19%	-10%	1.0%	-1.0%	11%
Cc1ccc(OCC(=O)Nc2ccc(-c3nc4ncccc4o3)cc2)c(C)c1	-36%	7%	-4.0%	i	50%	2%	1.6%	0.5%	7%
COCC(C)NC(=O)CSc1nc2ccccc2c(=O)n1CCc1ccc(S(N)(=O)=O)cc1 (configuration not stated)	-38%	-2%	0.7%	.	-9%	-1%	1.2%	0.2%	-44%
O=C(c1ccccc1)c1nccc2ccccc12	-17%	2%	3.0%	i	-3%	-2%	0.9%	-0.4%	9%
CCn1ccc(C(=O)NC2CCCC2)n1	-8%	-7%	-1.5%	.	0%	0%	0.5%	-0.5%	-2%
NC(=O)C1CCN(C(=O)COc2cccc3cccnc23)CC1	-32%	-12%[20 µM]	.	i	24%	6%	1.2%	0.3%	8%
O=C(CCc1nnc2n(Cc3ccc(Cl)cc3)c(=O)c3ccccc3n12)NCCN1CCCC1	-6%	-50%	-5.9%	.	23%	-5%	3.4%	-0.6%	21%
COc1ccc(C2=NO[C@@H]3C(=O)N(c4cccc(C)c4C)C(=O)[C@H]23)cc1OC	-21%	46%	-4.3%	i	0%	-2%	-1.8%	1.9%	-3%
CCCS(=O)(=O)c1nc(S(=O)(=O)c2ccc(C)cc2)c(NCCCN2CCCC2=O)s1	0%	-34%	-1.5%	.	4%	-7%	0.1%	-0.5%	-2%
Cc1ccccc1C(=O)NC1CC2CCCC(C1)N2Cc1ccccc1 (configuration not stated)	-71%	-9%[20 µM]	15%	.	12%	7%	2.5%	-1.0%	13%

An excerpt from above in order of their number in NS5 inhibitors, highest first:
| smiles | NS5 inhibitors |
| --- | --- |
| Cc1ccccc1C(=O)NC1CC2CCCC(C1)N2Cc1ccccc1 (configuration not stated) | 7% |
| NC(=O)C1CCN(C(=O)COc2cccc3cccnc23)CC1 | 6% |
| CCCS(=O)(=O)c1nc(S(=O)(=O)c2ccc(C)cc2)c(NCCCN2CCCC2=O)s1 | -7% |

Assay outcomes deposited in PubChem BioAssay by several laboratories.
